PfHsp90 yeast 2: growth inhibition of PfHsp90-expressing yeast, primary screen, antimalarial PfHsp90 inhibitor project, S. cerevisiae, BacTiter-Glo luminescence, single point, set 2; BacTiter-Glo ATP, 48 h; yeast lacking PDR1 and PDR3 efflux regulators; inhibition, % at 9.4 µM; hit rate 0.32% among 310,000;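 active = every replicate shows inhibition above about 80%, whatever the replicate mean, limit read from the data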;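 note: 0% = DMSO neutral controls and 100% = 20 µM radicicol positive controls; yeast relying on Plasmodium falciparum Hsp90 in place of its own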
MOR-DOR ag: agonists of OPRM1-OPRD1 heterodimerization, primary screen, cell-based, luminescence; cells; Mu-type opioid receptor (Homo sapiens) + Delta-type opioid receptor (Homo sapiens), …; activation, % at 9.3 µM; AID 504326, 2011; hit rate 0.3% among 340,000; in the data active = activation above about 18%;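 note: 0% = vehicle-treated cells and 100% = reference agonist; values of inactives mirror those of a sister screen read the other way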
Arrestin-AP2 inh: inhibitors of beta-arrestin/AP2 binding, primary screen, biochemical, GPCR trafficking, flow cytometry; AID 504490, 2011; hit rate 0.31% among 340,000; FITC-arrestin peptide / GST-AP2 beads; AP2 beta2 appendage carries R879A mutation; beta-arrestin 1 C-terminal peptide binding to AP2 beta2-adaptin appendage (human); inhibition, % at 10 µM;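 active = inhibition above a set limit, near 3 SD of compounds lacking own fluorescence, cut at about 54% in these data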;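 note: plate controls were DMSO wells for no effect and 5 µM unlabelled arrestin peptide for full effect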
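test system = AP2 appendage R879A on GSH beads | buffer or medium = PBS plus Tween 20 (0.05%) and BSA (0.1%) | incubation = 12 min plus 1 h, RT | detection = bead flow cytometry, FITC channel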
AddAB inh: growth inhibition of E. coli expressing H. pylori AddAB, primary screen, AddAB inhibitor project, absorbance; inhibition, % at 11.9 µM; hit rate 0.29% among 330,000; AID 435030, 2010; in the data active = inhibition above about 12%;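 note: 0% = vehicle wells of infected cells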
PKA-R1A act: activators of PKA-R1A holoenzyme, primary screen, biochemical, fluorescence polarization, Cy5-IP20, bovine R1A, mouse PKAc | cAMP-dependent protein kinase type I-alpha regulatory subunit (Bos taurus) + … | PKA-R1A dissociation; scaled: DMSO 0%, 113 µM cGMP 100% | activation, % at 11.4 µM | hit rate 0.083% among 340,000;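 active = percent activation above the mean of all tested compounds plus 3 SD, cut at about 19% in these data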;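 note: higher means more PKAc released from R1A so a rise in polarization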
Mot1-301 SUMO: yeast Mot1-301 growth rescue at high temperature, primary screen, SUMOylation pathway inhibitor project, S. cerevisiae, ATP luminescence, 38.5C. growth rescue, % at 18.8 µM. hit rate 1% among 320,000. S. cerevisiae Mot1-301 growth rescue; percent above DMSO median, 100 means doubled;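 active = every valid replicate shows activation above 250% relative to neutral control wells; inactive = the rest, any valid replicate at or below 250%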;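 note: OY570 slx delta 5 strain wells were the positive control but not used for scaling; some compounds called inactive have numbers as strong as hits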
Pemphigus Ab inh: inhibitors of pemphigus antibody binding to DSG3, primary screen, biochemical, bead-based, flow cytometry, scFv-GFP | DSG3-coupled beads, scFv-anti-DSG3-GFP binding; hits give low values | binding (percent of control), % at 10 µM | hit rate 0.48% among 310,000 | AID 588358, 2011;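 active = binding more than 3 SD below its plate's average and above zero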;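 note: hits lower antibody fragment binding to DSG3; some compounds called inactive have numbers as strong as hits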
Target sequence (P32926 whole entry, looked up, the tested form may be a part): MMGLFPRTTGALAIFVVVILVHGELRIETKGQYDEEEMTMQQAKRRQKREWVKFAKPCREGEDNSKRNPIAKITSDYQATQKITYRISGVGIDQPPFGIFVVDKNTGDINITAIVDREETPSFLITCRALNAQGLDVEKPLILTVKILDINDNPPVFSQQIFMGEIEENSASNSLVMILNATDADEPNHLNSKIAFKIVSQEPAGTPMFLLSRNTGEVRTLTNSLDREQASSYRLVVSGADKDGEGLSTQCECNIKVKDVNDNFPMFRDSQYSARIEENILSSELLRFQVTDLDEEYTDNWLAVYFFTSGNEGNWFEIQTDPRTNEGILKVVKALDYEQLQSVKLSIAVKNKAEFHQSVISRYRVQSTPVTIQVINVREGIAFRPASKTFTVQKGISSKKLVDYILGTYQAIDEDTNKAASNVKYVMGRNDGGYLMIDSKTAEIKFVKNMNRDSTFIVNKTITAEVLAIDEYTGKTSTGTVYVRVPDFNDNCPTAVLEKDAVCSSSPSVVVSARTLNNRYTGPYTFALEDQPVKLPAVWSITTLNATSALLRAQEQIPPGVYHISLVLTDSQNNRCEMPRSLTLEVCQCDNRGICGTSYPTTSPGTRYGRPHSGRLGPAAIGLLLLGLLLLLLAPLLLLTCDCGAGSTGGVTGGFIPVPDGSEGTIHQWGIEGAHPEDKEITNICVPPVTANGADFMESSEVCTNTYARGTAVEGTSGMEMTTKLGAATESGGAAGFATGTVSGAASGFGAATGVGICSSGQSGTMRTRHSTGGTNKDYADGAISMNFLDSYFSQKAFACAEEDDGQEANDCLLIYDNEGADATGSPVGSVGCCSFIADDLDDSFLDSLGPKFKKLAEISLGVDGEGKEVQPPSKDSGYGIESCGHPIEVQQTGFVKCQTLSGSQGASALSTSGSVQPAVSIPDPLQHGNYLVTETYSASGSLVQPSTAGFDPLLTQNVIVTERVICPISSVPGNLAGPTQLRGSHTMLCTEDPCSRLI
phage Ecoli inh: growth loss of phage-infected E. coli, primary screen, RecBCD inhibitor project, absorbance, with phage, HTS. inhibition, % at 11.9 µM. hit rate 0.26% among 360,000. AID 651602, 2012; in the data active = inhibition above about 11%
E coli growth: E. coli V3065 growth inhibition, primary screen, counter-screen for AddAB inhibitor project, absorbance, OD600. 18 h. inhibition, % at 11.9 µM. hit rate 0.27% among 330,000. AID 449728, 2010;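 active = inhibition above the campaign's mean inhibition across all tested compounds plus 3 SD, cut at about 9.9% in these data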;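 note: uninfected addAB+ strain grown without phage in ampicillin broth; 0% = DMSO wells and 100% = ciprofloxacin 0.95 µg/ml wells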
MOR-DOR inv ag: inverse agonists of MOR-DOR heterodimerization, primary screen, cell-based, luminescence | cell-based MOR-DOR heterodimer luminescence, inverse agonism | inhibition, % at 9.3 µM | hit rate 0.21% among 340,000; in the data active = inhibition above about 22%, passing the limit was not always enough;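 note: 0% = cells with DMSO and 100% = wells without cells with DMSO; values of inactives mirror those of a sister screen read the other way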
Tat transport: E. coli Tat export inhibitors, primary screen, MC4100, TorA-mCherry reporter, fluorescence, single point; inhibition, % at 10 µM; hit rate 0.036% among 340,000; AID 488895, 2010;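 active = mean replicate inhibition at least 50% and at least half of replicates individually reaching 50%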;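 note: exported cargo escapes ClpAP degradation while cytoplasmic cargo is degraded and loses fluorescence; 0% = median of neutral control wells and 100% = median of NaSCN control wells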
Starred values were filed as active, the others as inactive; · = no result given. Compounds as they come; any-hit rate near 2.8%.

molecule,AddAB inh,phage Ecoli inh,Tat transport,Arrestin-AP2 inh,Pemphigus Ab inh,PKA-R1A act,PfHsp90 yeast 2,Mot1-301 SUMO,E coli growth,MOR-DOR ag,MOR-DOR inv ag
CCOC(=O)N1CCN(C(=O)CN(C2CCCCC2)S(=O)(=O)c2ccc(Cl)cc2)CC1,3.1,0.9,3,11,100,6,3,-12,0.2,2.9,-16
C=CCC[C@H](Cc1ccc(F)cc1)C(=O)OC[C@H](Cc1c[nH]c2ccccc12)NC(=O)[C@@H](CC=C)CC(=O)NCCO,-1.9,0.3,15,-9,103,7,-3,-7,-3.1,-1.3,7
O=C(CSc1nc2c(oc3ccccc32)c(=O)n1CC1CCCO1)NCc1ccccc1 (stereo unspecified),-2.7,4.1,0,-4,99,-11,-2,4,-1.5,-3.1,15
Cc1ccc(OCCn2c(C3CC(=O)N(Cc4ccccc4)C3)nc3ccccc32)cc1 (stereo unspecified),-2.8,2.4,22,29,99,0,-17,0,-0.4,-0.5,3
CC(NS(=O)(=O)c1ccc2ccccc2c1)c1ccccn1 (stereo unspecified),0.8,8.8,0,27,100,-5,·,3,-0.1,-2.1,8
Cc1cccc(C(C)C)c1NC(=O)CSc1nncn1C,-0.4,3.4,6,-7,103,-3,16,-5,-1.2,0.7,-4
Cc1onc(-c2c(F)cccc2Cl)c1C(=O)c1ccccc1O,6.9,0.5,-7,37,·,14,14,-18,0.8,-1.3,7
CCOc1cc(NC(=O)c2ccco2)c(OCC)cc1NC(=O)CCc1ccccc1OC,2.6,1.3,-4,0,·,8,13,-10,0.1,1.4,-6
COc1ccc([N+](=O)[O-])cc1NC(=O)COC(=O)c1ccccn1,0.5,3.4,-2,-1,117,5,·,28,0.1,-3.3,16
CCc1cccc(CC)c1-n1c(SCc2cc(=O)n3ccsc3n2)nnc1-c1cccnc1,-1.9,0.4,2,7,105,-6,0,1,-1.9,1.8,-9
Cc1ccc(S(=O)(=O)Cc2ccc(C(=O)N3CCN(c4ccccn4)CC3)o2)cc1,2.8,1.8,2,4,105,-1,6,537*,-0.4,-2.3,12
Cc1ccc(C)c(OCCC(=O)NNC(=O)c2ccncc2)c1,1.2,1.4,0,8,100,5,·,162,0.9,-0.8,4
Cc1ccsc1C(=O)N(c1nc2ccccc2s1)c1c(C)cccc1C,1.2,2.4,-6,0,103,2,3,-6,1.4,0.8,-4
CCNc1nc(NCC)n2c(SCC(=O)c3ccc(C(C)C)cc3)nnc2n1,1.9,3.2,1,2,·,-14,11,5,-0.7,-0.2,1
O=Nc1c2nc3ccccc3n(O)c-2c2ccccc12,14*,6.2,4,-6,·,2,·,21,20*,0.4,-2
Cc1c(C(C)C)c(=O)n(-c2ccc(S(=O)(=O)NCc3ccccc3)cc2)n1C,0.8,1.8,-7,22,104,-6,12,-6,1.5,-0.2,1
NCCc1nnc(SCC(N)=O)o1,2.5,2.0,1,-4,102,-6,·,-30,-0.3,-2.8,14
Cc1ccc(S(=O)(=O)Nc2cc(C(=O)O)ccc2N2CCCCC2)cc1,-1.3,2.7,2,14,97,9,-16,9,-0.3,-1.1,6
O=C(NNS(=O)(=O)c1ccc(F)cc1)c1ccccc1F,1.8,-1.9,7,-18,113,2,-4,1,1.2,-2.9,14
CCn1c(SCC(=O)N/N=C/c2cc(OC)c(OC)c(OC)c2)nc2ccccc21,4.0,2.7,-26,13,103,-7,-26,-13,-2.1,0.3,-2
Cc1cccc(OCc2nnc(SCC(=O)N3c4ccccc4Sc4ccc(Cl)cc43)o2)c1,5.2,1.3,-3,2,103,-20,0,-12,1.0,0.8,-4
CC1Cc2ccccc2N1C(=O)c1ccc2snnc2c1 (stereo unspecified),0.3,0.8,7,-3,97,-12,·,1,-0.4,-0.5,3
CCc1ccccc1NC(=O)CNC(=O)c1cccc(S(=O)(=O)N2CCN(Cc3ccccc3)CC2)c1,2.3,3.2,8,-10,117,-4,11,46,3.4,0.2,-1
CC(=C1C(=O)c2ccccc2C1=O)N1CCN(C/C=C/c2ccccc2)CC1,0.2,2.2,-6,2,·,-4,·,-17,1.1,-1.8,9
Cc1ccc(/C=N/Nc2nnc(Cc3ccccc3)c(=O)[nH]2)o1,5.2,2.1,2,-7,104,-8,20,-3,2.5,-0.2,2
COc1cccc(NC(=O)Cn2c(=O)n(CCC(=O)NCc3ccco3)c(=O)c3ccccc32)c1,0.2,0.6,0,9,93,-11,19,0,0.3,-1.4,7
Cn1c(N)c(C(=O)COC(=O)Cc2ccc(Br)cc2)c(=O)n(C)c1=O,3.1,-0.6,-1,12,93,6,-3,-23,1.8,-1.5,7
COc1ccc(NC(=O)N(CCCN(C)C)Cc2cc3cc(OC)ccc3[nH]c2=O)cc1,3.8,4.3,-4,1,92,-9,0,148,-1.0,-2.3,14
O=S(=O)(NC1CCCCCC1)c1ccc(Br)s1,2.7,3.0,10,-3,·,-2,88*,-12,-0.3,0.9,-5
COc1ccc(CNC(=O)C(c2ccco2)N(C(=O)c2ccccn2)c2ccccc2)cc1 (stereo unspecified),1.4,3.9,7,7,101,-8,-25,·,1.6,-2.1,12
O=C(NCCc1ccccc1)C1CCN(S(=O)(=O)c2cccs2)CC1,-1.0,2.3,5,33,102,-7,-4,-29,5.0,-0.4,2
COc1ccc(CCNC(=O)Cn2c(=O)n(Cc3ccco3)c(=O)c3ccc(Cl)cc32)cc1OC,·,1.5,-7,7,110,3,-3,·,·,-1.5,6
O=C(Nc1nc(-c2cccc3ccccc23)cs1)c1ccc2c(c1)S(=O)(=O)c1ccccc1C2=O,2.6,-0.8,23,1,100,1,-11,133,1.0,-3.1,16
COCC(=O)Nc1cc(C)cn(Cc2ccccc2Cl)c1=O,2.0,0.0,-1,-16,100,-3,11,-13,2.0,-3.6,18
CCOc1ccc(NC(=O)CCN2CCN(S(=O)(=O)c3ccc(OC)cc3)CC2)cc1,0.9,1.7,-8,2,100,5,5,-9,2.2,0.6,-4
O=C1CN=C(Nc2ccccc2Cl)N1c1ccccc1,1.3,2.8,-8,8,104,-7,-4,-9,-1.1,0.1,-1
CCC1S/C(=C(\C#N)C(N)=O)N(c2ccc(F)cc2)C1=O (stereo unspecified),1.6,0.1,2,9,·,2,-17,8,0.6,-2.9,12
Cc1ccc(C(=O)N2CCN(c3cnn(C)c(=O)c3Cl)CC2)cc1,2.8,4.2,-3,11,82,4,-8,8,-0.1,-1.1,6
CCOc1ccc(NC(=O)CSc2ccc(-c3ccco3)nn2)cc1,-2.3,1.1,-2,31,101,7,5,-7,-0.8,-0.9,5
Fc1ccc(N2N=C(c3cccs3)CC2c2ccco2)c(F)c1 (stereo unspecified),-1.9,2.6,4,-7,99,-2,12,12,-1.5,1.5,-8
COc1cc(C2OCC3C(c4ccc(OC5OC(CO)C(O)C(O)C5O)c(OC)c4)OCC23)ccc1O (stereo unspecified),1.2,1.6,-7,13,96,-5,3,66,0.0,-0.2,1
CC(=O)Oc1ccccc1C(=O)C=Cc1cccc([N+](=O)[O-])c1,·,-3.0,0,6,105,-6,106*,·,·,-4.5,24
CCC(=O)N(Cc1ccc(C)cc1)Cc1cc2cc3c(cc2[nH]c1=O)OCO3,0.8,0.1,-4,-1,111,-3,11,10,-0.2,1.1,-6
CC(C)(C)CC(C)(C)NCC(O)COCCOc1ccc(Br)cc1 (stereo unspecified),4.3,5.6,1,17,125,2,1,20,-0.9,6.6,-37
O=C(CSc1ccc(Cl)cc1)NCc1ccco1,2.0,2.0,7,4,98,9,-2,-7,-0.3,-0.5,3
N#Cc1ccsc1NC(=O)c1cccc(-n2cnnn2)c1,7.5,-1.3,-2,5,98,5,19,-3,1.6,1.2,-8
Cc1ccc(NC(=O)CC2S/C(=N/N=C/c3c[nH]c4ccccc34)NC2=O)cc1 (stereo unspecified),-1.9,3.6,-1,35,98,-14,-18,14,1.6,-1.8,9
C=CCn1c(C)cc(-c2csc(NC)n2)c1C,·,-0.3,-15,13,85,-6,1,·,·,-0.3,1
Cc1cccc(C)c1NC(=O)N1CCCC1C(=O)Nc1ccc(-n2cnnn2)cc1 (stereo unspecified),-0.4,3.2,-9,-14,100,-5,19,-24,-2.2,-0.1,0
COc1ccc(N(C(C)=O)S(=O)(=O)c2cccs2)cc1,1.2,0.9,8,-8,77,-2,10,67,-1.5,-1.1,6
Cc1oc(-c2ccc(Cl)cc2)nc1CN1CCCC(C(=O)NCc2ccco2)C1 (stereo unspecified),0.6,1.4,0,31,98,5,30,2,-1.3,-2.2,11
O=C(CN1CCNCC1)NCCSc1ccc(Cl)cc1,3.1,5.4,-3,4,85,11,-16,-8,-0.6,-3.8,19
O=C(CN1CCN(C(=O)C2CC2)CC1)Nc1ccc(Cl)cc1F,·,2.6,15,-9,98,1,·,·,·,-1.3,9
CCn1cc(C(=O)N2CCN(c3ccccn3)CC2)c(=O)c2cc(S(=O)(=O)N(C)C3CCCCC3)ccc21,-2.1,1.6,5,27,97,-1,10,4,-0.2,0.6,-3
CCCCN1CCCCC1C(=O)Nc1c(C)cc(C)cc1C (stereo unspecified),1.9,1.6,3,10,·,-1,-3,-4,3.8,-1.1,5
COc1ccccc1NS(=O)(=O)c1ccc(NN=C2CCCC2)c([N+](=O)[O-])c1,5.8,1.8,-2,4,102,4,-14,6,1.4,1.8,-9
O=C(N/N=C/C(Br)=C/c1ccccc1)c1cc(-c2ccco2)[nH]n1,2.3,1.9,-11,-12,116,-3,1,·,0.1,7.1,-34
CC(C)OC(=O)c1nnc(Cc2ccc(Cl)cc2)o1,0.6,1.8,1,9,110,-1,-13,-3,2.6,-3.6,18
S=c1[nH]nc(COc2ccccc2)n1C1CCCCC1,5.0,3.8,-8,-1,·,1,21,2,1.2,7.5,-34

Screening results from PubChem.
